# Source: PubChem
# TRPC6 inhibitor – mouse TRPC6 channel inhibitors, primary screen, cell-based, HEK293, membrane potential dye | Short transient receptor potential channel 6 (Mus musculus), Q61143 | ACh-evoked depolarization; hits give low values | B-score at 10 µM | 310,000 tested, 1.1% active | AID 2553, 2010;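 active means B-score under library mean minus 3 SD, initial fluorescence not abnormally high, positive integrated signal ratio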;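 further: B-score derived from integrated fluorescence ratio over the kinetic read; more negative B-score means stronger inhibition of depolarization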
# MrgX1 antag – antagonists of human MrgX1 receptor, primary screen, HEK293 cells, Fluo-4 calcium flux; Mas-related G-protein coupled receptor member X1 (Homo sapiens), Q96LB2; BAM8-22 antagonism; hits give low values; B-score at 10 µM; 310,000 tested, 1.3% active; AID 588676, 2011;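 active means calcium-response B-score plate-corrected more than 3 library SD below zero, starting fluorescence within 5 deviations, no agonist response on first addition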;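 further: peak minus trough fluorescence over baseline after final BAM8-22 challenge near maximal dose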
# TRPC4 PAM – positive allosteric modulators of TRPC4, primary screen, cell-based, mouse TRPC4beta, HEK293 mu-opioid, Fluo-4 calcium. DAMGO EC20, Fluo-4 Ca2+ flux; hits give high values. 310,000 tested, 0.42% active. AID 2227, 2009. B-score at 10 µM. Short transient receptor potential channel 4 (Mus musculus), Q9QUQ5;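 active means B-score of calcium response area above 5 SD of library B-scores, with initial fluorescence ratio within 5 SD of library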;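 further: B-score of integrated fluorescence ratio over time as area under calcium response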
# Target sequence (Q9QUQ5 whole entry, looked up): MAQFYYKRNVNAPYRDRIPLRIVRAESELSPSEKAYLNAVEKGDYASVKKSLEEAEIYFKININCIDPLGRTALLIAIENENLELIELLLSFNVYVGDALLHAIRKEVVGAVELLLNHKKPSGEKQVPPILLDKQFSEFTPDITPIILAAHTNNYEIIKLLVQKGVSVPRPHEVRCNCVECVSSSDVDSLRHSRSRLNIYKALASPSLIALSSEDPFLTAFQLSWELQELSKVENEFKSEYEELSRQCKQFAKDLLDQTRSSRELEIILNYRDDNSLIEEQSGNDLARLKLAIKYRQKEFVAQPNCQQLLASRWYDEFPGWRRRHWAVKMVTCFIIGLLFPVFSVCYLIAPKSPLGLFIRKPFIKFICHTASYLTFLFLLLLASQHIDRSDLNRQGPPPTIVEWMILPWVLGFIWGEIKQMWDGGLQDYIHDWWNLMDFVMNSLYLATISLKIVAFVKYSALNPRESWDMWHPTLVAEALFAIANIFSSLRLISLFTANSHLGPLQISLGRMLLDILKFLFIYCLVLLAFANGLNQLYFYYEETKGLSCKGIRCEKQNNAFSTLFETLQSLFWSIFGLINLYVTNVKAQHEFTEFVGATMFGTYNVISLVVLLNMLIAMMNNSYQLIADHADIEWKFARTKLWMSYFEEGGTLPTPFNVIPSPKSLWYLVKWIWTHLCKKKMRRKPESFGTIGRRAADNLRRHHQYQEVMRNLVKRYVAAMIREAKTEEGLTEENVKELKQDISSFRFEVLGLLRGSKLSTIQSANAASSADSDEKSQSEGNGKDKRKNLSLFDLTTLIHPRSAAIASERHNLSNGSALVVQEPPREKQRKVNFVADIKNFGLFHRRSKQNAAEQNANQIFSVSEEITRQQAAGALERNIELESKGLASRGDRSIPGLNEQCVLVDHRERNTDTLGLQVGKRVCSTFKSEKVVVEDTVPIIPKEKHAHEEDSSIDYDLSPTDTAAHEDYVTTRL
# TMEM16A act – TMEM16A chloride channel activators or potentiators, primary screen, cell-based, HTS | Anoctamin-1 (Mus musculus), Q8BHY3 | AID 623877, 2012 | B-score at 10 µM | HEK293 TMEM16A/YFP-H148Q/I152L, iodide quench fluorescence; hits give low values | 340,000 tested, 0.3% active;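 active means fluorescence-ratio B-score plate-corrected deviation score at least 3 library SD below zero, with starting fluorescence score within 5 deviations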;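 further: channel opened by trigger with iodide after compound preincubation; score built on the fluorescence ratio of max minus min over baseline; more negative score means more quench and so TMEM16A activation or potentiation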
# TRPC4 inh – inhibitors of mouse TRPC4 channel, primary screen, Fluo4 calcium, HEK293 TRPC4beta/mu-opioid cells | DAMGO-evoked Fluo4 calcium flux; hits give low values | B-score at 10 µM | 300,000 tested, 0.39% active | AID 2247, 2010;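 active means B-score over 3 SD under the library average, no early fluorescence shift, positive overall ratio signal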
#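 material = TRPC4beta/mu-opioid receptor HEK293 cell line | probe or stimulus = sequential submaximal and maximal DAMGO stimulation | compound dosing = one concentration per compound | measured by = Fluo4 Ca2+ flux fluorescence | evaluation = integrated fluorescence ratio relative to baseline, converted to per-well B score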
# TRPC6 act – mouse TRPC6 channel activators, primary screen, cell-based, HEK293, membrane potential dye; B-score at 10 µM; HEK293-TRPC6 membrane potential dye fluorescence; hits give high values; 310,000 tested, 0.13% active; Short transient receptor potential channel 6 (Mus musculus), Q61143; AID 2550, 2010;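 active means B-score of the integrated fluorescence ratio above library mean plus 3 SD, and starting fluorescence ratio within library mean plus 5 SD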;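 further: higher score means more depolarization so channel activation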
# TRPC4 agonist – activators of mouse TRPC4 channel, primary screen, Fluo4 calcium, HEK293 TRPC4beta/mu-opioid cells | Fluo4 calcium fluorescence; hits give high values | B-score at 10 µM | 310,000 tested, 0.49% active | Short transient receptor potential channel 4 (Mus musculus), Q9QUQ5;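 active means B-score above 5 SD of library B-scores, and initial fluorescence ratio not above library mean plus 5 SD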;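 further: positive B-score marks a calcium rise read as TRPC4 activation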
#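 Test system: HEK293 cells stably co-expressing mouse TRPC4beta and mu-opioid receptor | Schedule: Fluo4 dye loading 45 min at room temperature, 110 s recording | Measured by: Kinetic Fluo4 calcium fluorescence, 5 s baseline at 1 Hz | Evaluation: B score of integrated ratio | Controls: Buffer (low) and maximal DAMGO (high)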
# MrgX1 PAM – positive allosteric modulators of MrgX1, primary screen, HEK293 cells, Fluo-4 calcium flux. 310,000 tested, 0.63% active. AID 588675, 2011. FDSS; hits give high values. B-score at 10 µM. Mas-related G-protein coupled receptor member X1 (Homo sapiens), Q96LB2;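 active means plate-corrected calcium response at least 3 library SD above typical, normal starting fluorescence, not activating the receptor alone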;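 further: compound read alongside a low EC10 to EC30 dose of BAM8-22 agonist; peak minus trough fluorescence over baseline measured at the second addition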
# RGS4 inh – RGS4 inhibitors, primary screen, cell-based, HEK293 M3R inducible RGS4, calcium flux; Fluo-4 calcium flux; hits give high values; triggered by carbachol at its EC20; Regulator of G-protein signaling 4 (Homo sapiens), P49798; 310,000 tested, 0.45% active; B-score at 10 µM;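 active means B-score, a plate-corrected calcium signal, over three deviations above library mean, with baseline fluorescence within five deviations of library mean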;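 further: RGS4 expression induced by doxycycline in cells with stable M3 receptor; B-score is computed from the integrated fluorescence ratio over baseline after carbachol; higher B-score means a larger calcium signal and so more RGS4 inhibition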
# ANO1 block – TMEM16A chloride channel inhibitors, primary screen, cell-based, HTS; Anoctamin-1 (Mus musculus), Q8BHY3; HEK293 TMEM16A/YFP iodide influx fluorescence, ionomycin; normalized B-score (activity score, 25-100; higher = stronger inhibition) at 10 µM; 310,000 tested, 1.2% active;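 active means ratio plate-corrected score three or more library SD toward inhibition, starting fluorescence score within five deviations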;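 further: score derived from kinetic fluorescence span divided by baseline fluorescence per well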
# MrgX1 ag – agonists of human MrgX1 receptor, primary screen, HEK293 cells, Fluo-4 calcium flux; Fluo-4 calcium fluorescence, agonist mode; hits give high values; AID 588627, 2011; 310,000 tested, 0.44% active; Mas-related G-protein coupled receptor member X1 (Homo sapiens), Q96LB2; B-score at 10 µM;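 active means calcium response B-score plate-corrected fluorescence ratio at least 3 library SD, with starting fluorescence B-score inside 5 SD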
#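 Test system: Stable human MrgX1 HEK293 cell line | Schedule: Overnight plating before 1 h dye loading | Read-out basis: Baseline-normalised fluorescence change ratio, B-scored | Detection: Kinetic calcium dye fluorescence, Fluo-4 NW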
# Starred values were filed as active, the others as inactive; i = inactive; . = no result given. This is a random part of the collection, and some 5.8% of all compounds hit somewhere here.
SMILES,TRPC6 inhibitor,MrgX1 antag,TRPC4 PAM,TMEM16A act,TRPC4 inh,TRPC6 act,TRPC4 agonist,MrgX1 PAM,RGS4 inh,ANO1 block,MrgX1 ag
O=C(Nc1ccc(S(=O)(=O)NC2CCCC2)cc1)c1cnccn1,i,i,i,i,i,i,i,i,i,i,i
COc1ccc(C(=O)CC2OC(=O)c3ccccc32)cc1OC (stereo not given),i,i,i,i,i,i,i,i,i,i,i
Cc1c2cnn(-c3ccccc3)c(=O)c2c(C)n1CCCC(=O)NCCN1CCN(C)CC1,i,i,i,i,i,i,i,i,i,i,i
CN(C)c1ccc(NC(=O)CSc2n[nH]c(-c3ccco3)n2)cc1,i,i,i,i,i,i,i,i,i,i,i
CCCCN(CCCC)C(=O)CN(C)S(=O)(=O)c1ccc2c(c1)n(C)c(=O)c(=O)n2C,i,i,i,i,i,i,i,i,i,i,i
Cc1nn(-c2ccc(N3CCOCC3)nn2)c(C)c1CCC(=O)NCc1ccccc1F,i,i,i,i,i,i,i,i,i,i,i
CCC(=O)c1ccc(OCC(O)CN2CCc3ccccc3C2)cc1 (stereo not given),i,i,i,i,i,i,i,i,i,i,i
O=C(CN1C(=O)c2ccccc2S1(=O)=O)c1ccccc1F,i,i,i,i,i,i,i,i,i,i,i
CCn1c(=O)cc(OCC(=O)N(C)c2ccccc2F)c2ccccc21,i,i,i,i,i,i,i,i,i,i,i
Cc1nn(Cc2ccc(C(=O)n3cccn3)o2)c(C)c1Br,i,i,i,i,i,i,i,i,i,i,i
CCN1CCN(C(=O)c2ccc3c(c2)N(Cc2ccc(F)cc2)C(=O)c2ccccc2S3=O)CC1 (stereo not given),i,i,i,i,i,i,i,i,i,i,i
CC1(C)CSC(=NCCc2ccccc2)N1C(=O)c1ccc(C#N)cc1,i,i,i,i,i,i,i,i,i,i,i
CCOC(=O)n1c(=O)oc2ccc(Cl)cc21,i,i,i,i,i,i,i,i,i,i,i
CCC(=O)c1cn(CC(=O)Nc2ccc(C)cc2)c2ccccc12,i,i,i,i,i,i,i,i,i,i,i
COc1ccc(-c2c(NC(=O)c3ccco3)oc3ccccc3c2=O)cc1OC,i,i,i,i,i,i,i,i,i,i,i
Nc1nc(-c2ccccc2)[nH]c(=O)c1N,i,i,i,i,i,i,i,i,i,i,i
CCOC(=O)C(C(=O)OCC)C(Nc1ccc(Br)cc1)c1ccccc1 (stereo not given),i,i,i,i,i,i,i,i,i,i,i
CN(CC1CCCO1)S(=O)(=O)c1ccc(C(=O)NCc2ccccc2)cc1 (stereo not given),i,i,i,i,i,i,i,i,i,i,i
CC1CCCC(C)N1C(=O)CCN1C(=O)C2C3C=CC(C3)C2C1=O (stereo not given),i,i,i,i,i,i,i,i,i,i,i
N#C/C(=C\c1ccc(OC(=O)c2cccs2)cc1)c1nc2ccccc2[nH]1,i,i,i,i,i,i,i,i,i,i,i
Cc1cc(NC(=O)c2c([N+](=O)[O-])c(C)nn2C)no1,i,-5.01*,i,i,i,i,i,i,i,i,i
COc1ccc(/C=C/C(=O)NCCCN2CCCCCC2)cc1,i,i,i,i,i,i,i,i,i,i,i
COc1ccc(N2CCN(C(=O)c3ccccc3F)CC2)c([N+](=O)[O-])c1,i,i,i,i,i,i,i,i,i,i,i
C=CCn1c(SCC(=O)Nc2cc(C)cc(C)c2)nnc1-c1cnccn1,i,i,i,i,i,i,i,i,i,i,i
Cc1cccc(-[n+]2c(C)cc(C)c3c(=O)[nH]c(=O)[nH]c32)c1,i,i,i,i,i,i,i,i,i,i,i
COc1ccc(-n2cc(C(=O)O)c(=O)cc2C)cc1,i,i,i,i,i,i,i,i,i,i,i
COc1cc(OC)cc(C(=O)NCC(=O)N2CCC(C)CC2)c1,i,i,i,i,i,i,i,i,i,i,i
CCN1C(=O)[C@@H]2[C@@H](c3ccc(-c4ccc(C(C)=O)cc4)cc3)N3CCCC[C@@]3(C(=O)OC)[C@@H]2C1=O,i,i,i,i,i,i,i,i,i,i,i
CC(=O)Nc1ccccc1C(=O)N1CCN(c2cccc(C)c2C)CC1,i,i,i,i,i,i,i,i,i,i,i
Cc1cc(N2CCOCC2)nc(SCC(=O)c2ccccc2)n1,i,i,i,i,i,i,i,i,i,i,i
COc1ccc(S(=O)(=O)N2CCCCC2C(=O)O)cc1 (stereo not given),i,i,i,i,i,i,i,i,i,i,i
CCC1Oc2ccc(C)cc2N(CC(=O)NCc2ccco2)C1=O (stereo not given),i,i,i,i,i,i,i,i,i,i,i
CCOP(=O)(OCC)C(Nc1ccccn1)c1ccc(F)cc1 (stereo not given),i,i,i,i,i,i,i,i,i,i,i
O=C(c1ccc(OC2CCN(C/C=C/c3ccccc3)CC2)cc1)N1CCCC1,i,i,i,i,i,i,i,i,i,i,i
COC(=O)c1cc(Br)cn1S(=O)(=O)c1ccccc1,i,i,i,i,i,i,i,i,i,i,i
CCOC(=O)CNC(=O)N1CCCC(C(=O)c2ccccc2SC)C1 (stereo not given),i,i,i,i,i,i,i,i,i,i,i
O=C(C1=C[C@@H](c2coc3ccccc3c2=O)C[C@@H](OCc2ccc(CO)cc2)O1)N1CCCCCCC1,i,i,i,i,i,i,i,i,i,i,i
Cc1sc2ncn(CC(=O)NCc3ccccc3)c(=O)c2c1C,i,i,i,i,i,i,i,i,i,i,i
COc1ccc(-c2cc(C(F)(F)F)nc(N3CCN(Cc4ccccc4)CC3)n2)cc1OC,i,i,i,i,i,i,i,i,i,i,i
COc1cccc(NC(=O)COC(=O)c2cccnc2)c1,i,i,i,i,i,i,i,i,i,i,i
NC(=O)NC(c1ccccc1)c1ccccc1,i,i,i,i,i,i,i,i,i,i,i
CC(=O)NC1C(=O)SC1(C)C (stereo not given),i,i,i,.,i,i,i,i,i,i,i
COC(=O)[C@@]1(Cc2ccc(F)cc2)[C@H]2c3cc(C(=O)N4CCCC4)n(CCc4ccc(O)c(O)c4)c3C[C@H]2CN1C(=O)c1ccccc1,i,i,i,.,i,i,i,i,i,i,i
CCc1ccc(NC(=O)c2ccc(NC(=O)C3CCCO3)cc2)cc1 (stereo not given),i,i,i,i,i,i,i,i,i,i,i
COc1cc(C(=S)N2CCN(c3ccccc3Cl)CC2)cc(O)c1O,i,i,i,i,i,i,i,i,i,i,i
COc1cc(/C=C/C(=O)OCC(=O)NCCN2C(=O)CSC2=O)ccc1OC(F)F,i,i,i,i,i,i,i,i,i,i,i
CC(C)N(C(=O)CSc1nnc(Cn2nnc3ccccc32)n1C)C(C)C,i,i,i,i,i,i,i,i,i,i,i
O=C(NCCN1CCC(Cc2ccccc2)CC1)C1CCN(S(=O)(=O)N2CCC3(CC2)OCCO3)CC1,i,i,i,i,i,i,i,i,i,i,i
Cc1ccc2c(c1)N(C(=O)CCC(=O)NCCCN1CCN(C)CC1)CCO2,i,-8.72*,i,i,i,i,i,i,i,i,i
O=C(c1ccc(Cl)cc1)c1cn[nH]c1-c1ccccc1O,i,i,i,i,i,i,i,i,i,i,i
O=C(N/C=N/OCc1ccc(Cl)cc1Cl)NOCc1c(Cl)cccc1Cl,i,i,i,i,i,i,i,i,i,i,i
COc1ccc(-c2cc(-c3nnc(COC(=O)C4CC4C)o3)c3ccccc3n2)cc1OC (stereo not given),i,i,i,i,i,i,i,i,i,i,i
COc1ccc(C(=O)NCc2ccc(S(N)(=O)=O)cc2)cc1[N+](=O)[O-],i,i,i,i,i,i,i,i,i,i,i
COc1ccc(S(=O)(=O)Nc2ccc(S(=O)(=O)Nc3ccc(F)cc3)cc2)cc1C,i,i,i,.,i,i,i,i,5.03*,i,i
COc1cccc(NC(=O)CSCc2n[nH]c(=O)[nH]2)c1,i,i,i,i,i,i,i,i,i,i,i
COc1ccc(OC)c(S(=O)(=O)Nc2ccc3c(c2)N(C(C)=O)CCC3)c1,i,i,14*,i,i,i,i,i,i,i,i
C/C(=N\NC(=S)Nc1ccccc1C)c1ccc(O)cc1,i,i,i,i,i,i,i,i,i,i,i
O=C(NC(=S)NNC(=O)c1ccccc1O)c1ccc(F)cc1,i,i,i,i,i,i,i,i,i,i,i
C=CCn1c(C)nnc1SCC(=O)c1[nH]c(C)c(C(C)=O)c1C,i,i,i,i,i,i,i,i,i,i,i
COc1ccc(/C=N\Nc2ccccn2)c(OC)c1,i,i,i,i,i,i,i,i,i,i,i
# Further structures follow:
SMILES,TRPC6 inhibitor,MrgX1 antag,TRPC4 PAM,TMEM16A act,TRPC4 inh,TRPC6 act,TRPC4 agonist,MrgX1 PAM,RGS4 inh,ANO1 block,MrgX1 ag
O=C(NCCC1=CCCCC1)C1CCN(S(=O)(=O)c2ccc(Br)s2)CC1,i,i,i,i,i,i,i,i,i,i,i
Cc1cc(C(=O)COC(=O)C2=NNC(=O)CC2)c(C)n1-c1ccc(OC(F)F)cc1,i,i,i,i,i,i,i,i,i,i,i
Cc1ccc(C(C(=O)NC(C)(C)C)N(C(=O)c2csnn2)c2ccccc2F)o1 (stereo not given),i,i,i,i,i,i,i,i,i,i,i
CCCN1CCN(C(=O)c2cccc3c2C(=O)N(CCOC)C3)CC1,i,i,i,i,i,i,i,i,i,i,i
NC(=O)CSc1nnc(-c2ccc(S(=O)(=O)N3CCOCC3)cc2)n1Cc1ccccc1,i,i,i,i,i,i,i,i,i,i,i
